# CHOP inh – blocks CHOP induction under ER stress. CHO-K1 CHOP-promoter luciferase, tunicamycin-induced, 15-18 h. inhibition, % at 10 µM. actives 3.8% (n = 220,000);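 active means compounds that reduced the stress-induced luciferase reporter signal by more than about 70% of percent inhibition, limit read from the data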;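 further: 0% = tunicamycin plus vehicle and 100% = wells without tunicamycin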
# TRPN1 ag – activates the zebrafish TRPN1 channel. AID 1424. activation, % at 3 µM. actives 0.18% (n = 220,000). HEK293 zebrafish TRPN1-YFP, Fluo-8 calcium fluorescence; 100% = response to 87 µM carbachol;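 active means activation above its plate's cutoff, the mean activation of test wells on that plate plus 3 SD, cut at about 19% in these data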;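 further: 0% = DMSO alone and 100% = 87 µM carbachol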
#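 Assay system: Zebrafish TRPN1-YFP in HEK293 cells | Incubation: Dye loading 1 h at 37 °C, then 30 min room temperature | Measured by: Kinetic Fluo-8 fluorescence, ex 470-495, em 515-575 nm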
# Ba/F3 V617F tox – loss of viability in JAK2V617F-driven Ba/F3 cells. Ba/F3 EpoR-JAK2V617F viability, ATP luminescence. inhibition, % at 5.6 µM. actives 1.1% (n = 220,000);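 active means inhibition above the campaign mean plus 3 SD over all tested compounds, cut at about 24% in these data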;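 further: cytokine-independent growth of Ba/F3 cells driven by EpoR plus mutant JAK2; 0% = DMSO-treated cells and 100% = JAK inhibitor I control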
# PPC-1+TRAIL kill – compounds killing PPC-1 cancer cells with TRAIL present (potentiator screen, no TRAIL-free arm) | PPC-1 cells + TRAIL, ATPLite viability luminescence | cell killing (% activity), % at 4 µM | actives 0.41% (n = 220,000);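 active means cell killing above 50% in the first pass at 4 µM, then a duplicate retest at 5 µM averaging 50% or more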;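 further: plate controls were cells with TRAIL plus DMSO for no effect and medium-only wells lacking cells for full effect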
# TNF death inh – inhibitors of TNF-alpha induced necroptosis in Jurkat FADD-/- cells | actives 0.068% (n = 220,000) | Jurkat FADD-/- TNF necroptosis rescue, ATP luminescence, 24 h; 0 = TNF only, 100 = no-TNF cells | AID 463075 | activation (protection from cell death), % at 10 µM;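 active means activation, meaning protection from cell death, of at least 50% relative to plate controls; inactive means activation below 50%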;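 further: necroptosis triggered by 40 ng/mL TNF-alpha added together with compound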
# TRPML3 agonist – human mucolipin-3 channel agonism | actives 0.29% (n = 220,000) | HEK293 TRPML3-YFP, Fluo-8 calcium fluorescence; 100% = the carbachol control signal | AID 1448 | Q8TDD5 | activation, % at 3 µM;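 active means activation above its plate's cutoff, the mean activation of the plate's test wells plus 3 SD, cut at about 12% in these data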;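 further: 0% = DMSO only wells and 100% = carbachol wells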
#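 Material: HEK293 cells stably carrying human TRPML3-YFP; compound dosing: single dose, 3 µM final nominal compound, 0.3% DMSO final; incubation: 1-h 37 °C dye load, 5-s basal, 120-s post-compound reads; technique: Fluo-8 intracellular calcium fluorescence, excitation 470-495 nm, emission 515-575 nm; read-out basis: percent activation from peak-to-basal fluorescence ratio, scaled between DMSO and carbachol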
# RBBP9 inhibitor – blocks human serine hydrolase RBBP9 | O75884 | recombinant RBBP9, FP-Rh probe fluorescence polarization | inhibition, % at 7.94 µM | actives 0.2% (n = 220,000) | AID 1515;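 active means inhibition above the campaign mean of all tested compounds plus 3 SD, cut at about 14% in these data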;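 further: plate controls were DMSO wells with RBBP9 for no effect and wells lacking RBBP9 protein for full effect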
# Target sequence (O75884 whole entry, looked up): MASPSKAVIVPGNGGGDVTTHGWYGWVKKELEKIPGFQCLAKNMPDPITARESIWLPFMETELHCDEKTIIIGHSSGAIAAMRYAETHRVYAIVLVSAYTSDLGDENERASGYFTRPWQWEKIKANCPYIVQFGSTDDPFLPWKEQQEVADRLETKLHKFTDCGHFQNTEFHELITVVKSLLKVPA
#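 Material: RBBP9 protein. Amount: RBBP9 at 2.5 µM in dispensed solution, before mixing. Schedule: 30 min then 45 min, 25 °C. Medium: Tris buffer pH 8.0, NaCl, Pluronic. Measured by: fluorescence polarization. Measure: percent inhibition from mP, scaled between DMSO and no-protein wells. Replication: one well per compound.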
# BaF3 tox – reduces parental Ba/F3 cell viability, JAK2V617F counter-screen; CellTiter-Glo ATP luminescence; inhibition, % at 5.6 µM; actives 1.1% (n = 220,000); AID 1486;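 active means inhibition above a per-campaign cutoff, the mean inhibition of all tested compounds plus 3 SD, cut at about 27% in these data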;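 further: 0% = DMSO wells and 100% = JAK Inhibitor I control wells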
# Wee1 stabilizer – inhibitors of human Wee1 degradation. P30291. HeLa Luc-Wee1K328M stability, luciferase luminescence; 100% = proteasome inhibitor MG132 effect. reporter increase, % at 5 µM. actives 1.2% (n = 220,000). AID 1321;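 active means activation above the mean of all tested compounds plus 3 SD, set per screening run, cut at about 8.8% in these data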;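 further: cells exposed to compound for 20 h before luminescence read; 0% = DMSO alone and 100% = MG132 at 30 µM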
# Target sequence (P30291 whole entry K328M): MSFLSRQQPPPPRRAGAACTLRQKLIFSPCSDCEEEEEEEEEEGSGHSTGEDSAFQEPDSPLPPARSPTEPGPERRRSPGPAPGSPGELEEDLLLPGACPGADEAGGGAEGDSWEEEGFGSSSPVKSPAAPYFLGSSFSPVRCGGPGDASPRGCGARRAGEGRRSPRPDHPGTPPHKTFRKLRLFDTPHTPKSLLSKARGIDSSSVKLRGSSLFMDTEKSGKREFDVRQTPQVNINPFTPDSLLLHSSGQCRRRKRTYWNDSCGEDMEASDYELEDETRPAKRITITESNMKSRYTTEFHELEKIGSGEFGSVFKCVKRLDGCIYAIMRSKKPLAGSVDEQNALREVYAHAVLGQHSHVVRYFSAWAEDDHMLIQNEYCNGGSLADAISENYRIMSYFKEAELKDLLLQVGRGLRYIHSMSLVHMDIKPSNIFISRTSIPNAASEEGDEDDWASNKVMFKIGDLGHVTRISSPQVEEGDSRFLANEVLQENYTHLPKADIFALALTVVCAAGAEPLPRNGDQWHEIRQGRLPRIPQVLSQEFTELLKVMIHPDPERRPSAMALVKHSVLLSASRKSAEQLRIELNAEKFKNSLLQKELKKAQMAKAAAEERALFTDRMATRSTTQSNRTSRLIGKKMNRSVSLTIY
# * marks the source's active call; other numbers are inactive results; . = no result given; & = joins results of further samples; [ ] = another dose, or the depositor's remark.
smiles	CHOP inh	TRPN1 ag	Ba/F3 V617F tox	PPC-1+TRAIL kill	TNF death inh	TRPML3 agonist	RBBP9 inhibitor	BaF3 tox	Wee1 stabilizer
Cn1cc(CN2CCN(Cc3cccnc3)CC2)c(-c2ccc3c(c2)OCCO3)n1	40	1.4	0	-12	1.0	-0.4	-4	9	-3
CCC(=O)N1CCc2cc(S(=O)(=O)CCC(=O)NCCc3ccccc3)ccc21	11	-1.6	-3	10	0.2	0.5	1	3	1
FC(F)(F)c1cc(-c2ccccc2)nc(N2CCOCC2)n1	90*	0.1	0	7	-1.3	-0.5	2	7	-1
CC(C)(C)C1=NN(c2ccc([N+](=O)[O-])cc2)C(c2ccccc2)C1 (configuration not stated)	16	-0.7	3	-8	-0.1	-0.7	-4	3	0
O=C(O)Cc1n[nH]c(=O)c2ccccc12	-18	1.6	-2	6	1.4	1.3	-3	2	0
O=C1NCCCC1C(=O)N1CCN(C(c2ccccc2)c2ccccc2)CC1 (configuration not stated)	-16	0.7	-2	13	0.5	1.3	3	2	4
Cc1ccc2nc(SCc3cn4c(C)cc(C)nc4n3)[nH]c2c1	5	-1.9	1	14	0.9	-0.1	-9	7	2
CCCCNC(=S)N1CCN(c2ccc(C(C)=O)cc2)CC1	15	4.2	-1	20	-0.5	2.1	6	-6	0
COc1cccc(OC)c1C(=O)NC(=S)Nc1cccc(NC(=O)c2ccco2)c1	11	1.1	2	-2	1.8	-0.1	-5	6	1
Cc1nn(-c2ncc(C(F)(F)F)cc2Cl)c(=O)n1-c1ccccc1	-13	0.2	-2	4	0.4	1.5	1	3	5
O=C(NCCN1CCOCC1)c1ccc(CS(=O)(=O)c2c(Cl)cccc2Cl)o1	-12	-0.5	1	-9	0.0	0.1	-13	3	2
Cc1cccc(COCC(Cc2ccccc2)N2CCN(C(=O)c3cccc(C)c3)CCC2=O)c1 (configuration not stated)	12	-1.8	-3	11	2.5	-1.0	-6	4	5
COc1ccccc1C(=O)Nc1ccc2c3c(cccc13)CC2	37	-0.5	0	15	1.8	0.4	0	7	2
CCOC(=O)c1[nH]nc(-c2c(O)cc(C)cc2O)c1-c1csc(C)n1	6	-0.3	1	-2	0.9	0.4	-9	2	3
CNC(=O)Oc1ccc2c(c1)[C@]1(C)CCN(C)[C@@H]1N2C	-3&-15	-0.2	1	17	2.1	1.1	-6	2	-2
CC(C)OCCCn1c(=S)[nH]c2ccc(N3CCOCC3)cc2c1=O	-24	1.9	-1	10	-0.5	1.5	-6	4	-2
Cc1cc2n(n1)SC(Nc1ccccc1)N2 (configuration not stated)	-3	-0.7	-2	4	-2.0	0.4	-10	3	9
Cc1ccc(NC(=O)CS(=O)CC(=O)Nc2cccc(C)c2C)cc1F (configuration not stated)	-12	-0.4	-2	-6	0.2	0.1	-5	-2	-3
O=C(COC(=O)C1c2ccccc2Oc2ccccc21)Nc1ccc2c(c1)OCO2	55	1.5	-1	-5	-0.7	0.9	1	4	0
O=C(C1CCCO1)N1CCC(O)(c2ccccc2)CC1 (configuration not stated)	25	-1.5	1	11	-1.0	1.1	-5	2	-1
Cc1ccc(S(=O)(=O)/N=C/c2ccc(N(C)C)cc2)cc1	10	0.4	-1	0	3.2	0.4	0	3	-2
O=C(O)c1ccccc1-c1ccccc1C(=O)Nc1ccc(-c2nc3cc(Cl)ccc3o2)cc1	5	3.3	-2	-4	-3.4	0.3	-15	0	1
COc1n[nH]c(C(=O)Nc2nc3ccccc3s2)c1[N+](=O)[O-]	4	1.8	3	15	0.0	1.2	4	3	1
CCOc1ccccc1C1CC(=O)Nc2cc3c(cc21)OCCO3 (configuration not stated)	.	-0.6	80*	4	-12	-0.1	-3	78*	-3
CC(=O)Nc1cccc(OCCCNC(=O)C2CCC2)c1	14	0.1	1	9	0.5	0.4	-7	0	0

# Some of these compounds in order of formula weight, smallest number first.
smiles	CHOP inh	TRPN1 ag	Ba/F3 V617F tox	PPC-1+TRAIL kill	TNF death inh	TRPML3 agonist	RBBP9 inhibitor	BaF3 tox	Wee1 stabilizer
O=C(C1CCCO1)N1CCC(O)(c2ccccc2)CC1 (configuration not stated)	25	-1.5	1	11	-1.0	1.1	-5	2	-1
Cc1nn(-c2ncc(C(F)(F)F)cc2Cl)c(=O)n1-c1ccccc1	-13	0.2	-2	4	0.4	1.5	1	3	5
CCOC(=O)c1[nH]nc(-c2c(O)cc(C)cc2O)c1-c1csc(C)n1	6	-0.3	1	-2	0.9	0.4	-9	2	3
Cc1ccc(NC(=O)CS(=O)CC(=O)Nc2cccc(C)c2C)cc1F (configuration not stated)	-12	-0.4	-2	-6	0.2	0.1	-5	-2	-3
CCC(=O)N1CCc2cc(S(=O)(=O)CCC(=O)NCCc3ccccc3)ccc21	11	-1.6	-3	10	0.2	0.5	1	3	1

# Going on with the list.
smiles	CHOP inh	TRPN1 ag	Ba/F3 V617F tox	PPC-1+TRAIL kill	TNF death inh	TRPML3 agonist	RBBP9 inhibitor	BaF3 tox	Wee1 stabilizer
O=C(NN=C1CCC(=NNC(=O)c2cccnc2)CC1)c1cccnc1	-13	1.2	-2	19	0.5	1.0	-11	3	5
CCCCOc1ccccc1Cn1c(=O)oc2ccccc21	88*	-1.1	-2	6	-0.2	-2.0	-6	3	-1
O=C(Nc1cccc(Cl)c1)Nc1ccc(Cl)cn1	51	0.4	-5	16	3.7	0.5	-3	-1	0
Cc1nc2nc(SCC(=O)N3CCOCC3)nn2c(C)c1Cc1c(F)cccc1Cl	-20	3.5	5	30	0.4	1.3	-6	9	0
CCC(C)NC(=O)CC1Oc2ccc(C)cc2NC1=O (configuration not stated)	4	1.5	-1	9	1.0	0.2	-6	6	-2
O=C(CC12CC3CC(CC(C3)C1)C2)NCC(=O)N1CCc2ccccc2C1	12	1.6	2	-11	-0.1	0.1	-4	10	3
Cn1c(SCC(=O)Nc2ccc3[nH]c(=O)[nH]c3c2)nnc1-c1ccc(F)cc1	-1	2.6	-3	31	1.6	0.7	-1	-5	1
COc1ccccc1CNC(=O)/C=C/C(=O)O	7	-0.3	1	-14	-0.2	0.8	-2	1	0
C=C(C)C1CCC(C)=C1COC(=O)Nc1ccccc1 (configuration not stated)	56	-0.9	-3	-6	1.4	-0.8	-8	2	-2
CC1CCN(c2ccc([N+](=O)[O-])cc2C(=O)O)CC1	-13	1.7	-1	2	0.2	0.8	-4	4	2
CCC(c1nnnn1C1CCCC1)N1CCN(c2ccccc2F)CC1 (configuration not stated)	48	0.2	-3	38	-1.0	-0.5	-2	-1	-1
COc1ccc(-c2nnc(SCC(=O)c3ccc[nH]3)n2-c2ccccc2)cc1	35	4.1	0	18	1.8	-0.1	-4	8	-2
O=c1c(O)c(-c2cccs2)oc2ccc(Cl)cc12	31	49*	-1	2[5 µM]	-0.3	52*	2	5	-1
Cn1c(=O)c2c(nc(Oc3ccc4c(c3)OCO4)n2Cc2ccc(Cl)cc2)n(C)c1=O	13	1.1	3	2	-1.5	0.3	-5	2	-1
O=C(COC(=O)Cc1ccccc1[N+](=O)[O-])NCc1ccc(Cl)cc1	21	-0.5	-3	4	2.6	0.5	-4	0	2
CCOc1ncccc1C(=O)Nc1ccc(Cl)cc1	3	-1.1	3	12	-0.5	0.5	3	8	-1
N#CCCCn1c(O)c(N=NC(=O)C(O)c2ccccc2)c2ccccc21 (configuration not stated)	11	-0.5	2	17	-1.1	-0.3	-2	3	0
O=C(COc1ccccc1)Nc1nonc1NC(=O)COc1ccccc1	44	3.0	-1	8	-0.6	0.1	-6	2	1
O=C(Nc1ccc(S(=O)(=O)Nc2nccs2)cc1)c1cnc(Cl)c(Cl)c1	-27	0.4	-4	3	0.5	0.6	-2	5	19*
Cc1ccc(NCc2nnc(SCC(=O)N3CCCCC3)n2CC2CCCO2)c(C)c1 (configuration not stated)	.	-0.2	-3	.	-0.2	-0.4	3	3	0
NC(=O)c1cnn2c(C(F)(F)F)cc(-c3ccc(F)cc3)nc12	6	-1.0	1	1	-3.0	-0.1	7	6	1
O=c1c(Cc2ccc(Cl)cc2Cl)c(O)ccn1CCCN1CCOCC1	-1	-0.5	6	3	-0.2	0.2	-3	10	0
COC(=O)c1c(NC(=O)CSc2nnnn2-c2ccccc2)sc2c1CCCC2	19	0.2	2	1	-1.9	0.8	-10	3	-1
O=C(/C=C/c1cccs1)Nc1cccnc1	6	0.0	0	32	1.4	0.6	0	3	4
S=C(NC1CCCCC1)N1CCOCC1	-7	0.4	1	-13	0.7	0.1	-3	1	-1

# The results go on.
smiles	CHOP inh	TRPN1 ag	Ba/F3 V617F tox	PPC-1+TRAIL kill	TNF death inh	TRPML3 agonist	RBBP9 inhibitor	BaF3 tox	Wee1 stabilizer
CC(C)(C)SCCNS(=O)(=O)c1ccc(F)cc1	61	0.4	2	5	-3.4	-0.1	-6	6	-1
COc1ccc(CNC(=O)C2CCC(CNS(=O)(=O)c3cccc4nsnc34)CC2)cc1 (configuration not stated)	19	1.5	-1	16	0.8	0.4	-4	6	-3
CCOC(=O)N1CCN(c2cc3[nH]c(=S)[nH]c3cc2F)CC1	16	-0.8	-3	14	-2.7	0.6	-2	1	0
CCn1nnnc1Oc1ccc(Cl)cc1	-4	-1.5	4	22	-1.4	0.3	-5	10	-1
C/C(=N\Nc1cccc2cccnc12)c1ccc(N)cc1	-3	0.8	1	16	-0.3	0.1	-6	5	-1
Cc1noc(C)c1COc1ccc(C(=O)OCC(=O)NC(=O)C2COc3ccccc3O2)cc1 (configuration not stated)	14	-1.0	-2	-12	-1.1	0.0	-8	1	1
COc1ccc(S(=O)(=O)N2CCCCCC2)cc1	7	-0.3	-4	36	2.2	3.5	-8	0	5
C=CCN(CC=C)CCOc1ccccc1	6	0.4	-2	26	0.1	1.2	0	7	-4
COc1ccc(OC)c(NC(=O)c2cc(S(=O)(=O)NCc3ccco3)ccc2F)c1	26	-3.8	0	2	2.0	-1.1	0	4	0

# Three compounds out of the list above, sorted by their value in CHOP inh, low to high.
SMILES | CHOP inh | TRPML3 agonist | RBBP9 inhibitor | Wee1 stabilizer
COc1ccc(S(=O)(=O)N2CCCCCC2)cc1 | 7 | 3.5 | -8 | 5
Cc1noc(C)c1COc1ccc(C(=O)OCC(=O)NC(=O)C2COc3ccccc3O2)cc1 (configuration not stated) | 14 | 0.0 | -8 | 1
CC(C)(C)SCCNS(=O)(=O)c1ccc(F)cc1 | 61 | -0.1 | -6 | -1

# Screening results (PubChem BioAssay)
